Source: PubChem BioAssay
NPY2 pot ag: potentiates or activates human NPY-Y2 receptor | P49146 | cells expressing NPY-Y2, potentiator/agonist read-out | activation, % at 3.6 µM | hit rate 0.45% among 220,000 | AID 1359; in the data active = activation above about 27%;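 note: cells stimulated with NPY near EC25 plus isoproterenol at EC100; 0% = vehicle plus submaximal agonist and 100% = vehicle plus saturating agonist; some results beyond the cut were filed as inactive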
Runt-CBFb FRET: Runt domain-CBFb interaction inhibition. hit rate 0.46% among 220,000. AID 1496. Q01196+Q13951. inhibition, % at 20 µM. Cerulean-Runt/Venus-CBFb FRET ratio 530/480, 1 h;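 active = inhibition over about 50% at 20 µM in the single-dose screen, limit read from the data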;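 note: 0% = DMSO wells and 100% = excess unlabeled CBFb competitor control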
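Reagent – Venus-CBFb binding partner, 100 nM · Assay system – Cerulean-tagged RUNX1 Runt domain (FRET donor) fusion protein · Input – 100 nM per protein · Incubation – two 1 h room-temperature incubations shielded from light · Measured by – FRET fluorescence · Medium – Tris buffer pH 7.5 with salts and BSA · Benchmarks – unlabeled CBFb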
NPY-Y1 PAM-ag: potentiators or agonists of human neuropeptide Y receptor Y1; hit rate 0.37% among 220,000; AID 1304; P25929; activation, % at 3.6 µM; NPY-Y1 expressing cells, potentiator/agonist activation; in the data active = activation above about 33%, passing the limit was not always enough;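 note: cells stimulated with NPY at EC10 then isoproterenol at EC100; 0% = low agonist plus stimulus and 100% = saturating agonist plus stimulus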
Hck-Nef inh: blocks Nef-activated human Hck kinase; P08631; Recombinant Hck-YEEI plus Nef, Z-Lyte FRET kinase assay; inhibition, % at 20 µM; hit rate 0.68% among 220,000; AID 463187;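 active = Hck-Nef kinase inhibition above about 50%, limit read from the data; inactive = inhibition below that limit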;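 note: 0% = DMSO with Hck plus Nef and 100% = Hck alone without Nef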
NPY-Y1 antag: NPY-Y1 (human) receptor antagonism. P25929. HEK293-CNG Y1 cells, membrane potential fluorescence; NPY at EC95, then isoproterenol. inhibition, % at 3.6 µM. hit rate 1% among 200,000;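 active = inhibition above the campaign mean inhibition of all tested compounds plus 3 SD, cut at about 20% in these data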;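 note: 0% = DMSO wells given NPY plus isoproterenol and 100% = isoproterenol alone without NPY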
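Assay system: HEK293 cells with Y1 receptor plus CNG channel | Probe or stimulus: NPY (25 nM), isoproterenol (1 µM), Ro 20-1724 (25 µM) | Timing: Compound incubation 1 h at room temperature, readout 45 min post-stimulation | Measured by: Membrane-potential fluorescent dye readout | Benchmarks: High control isoproterenol alone, low control NPY with isoproterenol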
RBBP9 inhibitor: blocks human serine hydrolase RBBP9; O75884; recombinant RBBP9, FP-Rh probe fluorescence polarization; inhibition, % at 7.94 µM; hit rate 0.2% among 220,000; AID 1515;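 active = inhibition above the campaign mean of all tested compounds plus 3 SD, cut at about 14% in these data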;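 note: plate controls were DMSO wells with RBBP9 for no effect and wells lacking RBBP9 protein for full effect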
Target sequence (O75884 whole entry, looked up): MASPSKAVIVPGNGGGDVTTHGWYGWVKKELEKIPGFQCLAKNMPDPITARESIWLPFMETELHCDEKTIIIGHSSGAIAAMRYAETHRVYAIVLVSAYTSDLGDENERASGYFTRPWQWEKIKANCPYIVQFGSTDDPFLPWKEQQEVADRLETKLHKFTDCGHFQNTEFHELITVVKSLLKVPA
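Test system: recombinant human RBBP9; Timing: 30 min then 45 min, 25 °C; Detection: fluorescence polarization; Control set: RBBP9 with DMSO as uninhibited control, no-protein wells as full inhibition; Compound dosing: one concentration, 7.94 µM nominal, 0.794% DMSO; Probe or stimulus: FP-Rh activity-based probe, 375 nM before mixing.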
p97 inhibitor: human p97 ATPase inhibition; recombinant p97 ATPase, Kinase-Glo ATP luminescence, 3 h; inhibition, % at 8 µM; AID 1481; P55072; hit rate 0.42% among 220,000; in the data active = inhibition above about 15%;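 note: 0% = DMSO vehicle and 100% = wells lacking enzyme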
Target sequence (P55072 whole entry, looked up): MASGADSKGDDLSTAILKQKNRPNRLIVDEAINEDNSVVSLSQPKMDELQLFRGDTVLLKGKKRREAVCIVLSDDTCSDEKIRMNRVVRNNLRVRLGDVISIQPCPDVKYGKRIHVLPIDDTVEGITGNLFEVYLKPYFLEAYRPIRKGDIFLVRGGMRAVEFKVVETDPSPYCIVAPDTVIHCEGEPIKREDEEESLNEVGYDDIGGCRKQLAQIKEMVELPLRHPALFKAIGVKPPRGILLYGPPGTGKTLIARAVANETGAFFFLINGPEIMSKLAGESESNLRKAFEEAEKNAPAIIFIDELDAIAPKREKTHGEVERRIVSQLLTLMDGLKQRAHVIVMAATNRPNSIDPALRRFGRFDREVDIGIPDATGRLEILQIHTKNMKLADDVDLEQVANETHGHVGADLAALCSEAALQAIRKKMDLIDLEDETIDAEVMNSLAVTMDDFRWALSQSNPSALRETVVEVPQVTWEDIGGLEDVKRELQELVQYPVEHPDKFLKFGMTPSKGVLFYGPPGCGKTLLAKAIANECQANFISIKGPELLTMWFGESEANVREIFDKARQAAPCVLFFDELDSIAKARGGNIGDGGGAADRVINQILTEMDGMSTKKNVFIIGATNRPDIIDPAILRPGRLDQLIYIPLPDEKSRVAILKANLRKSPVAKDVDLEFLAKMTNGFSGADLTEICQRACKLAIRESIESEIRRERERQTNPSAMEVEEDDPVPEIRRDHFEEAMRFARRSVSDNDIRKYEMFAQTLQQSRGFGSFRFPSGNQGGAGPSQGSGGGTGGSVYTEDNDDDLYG
MDM2 E3 inh: blocks human Mdm2 ubiquitin ligase activity. Q00987. hit rate 0.11% among 210,000. signal enhancement, % at 5 µM. cell-based MDM2 ubiquitination luciferase reporter, 2 h; 0 = plate control, 100 = twice control, blank-subtracted. AID 1230;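 active = signal enhancement of 30% or more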;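 note: luminescence tracks abundance of the self-degrading MDM2-luciferase fusion protein; higher signal means inhibition of MDM2 E3 ligase activity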
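Timing – 2 h compound exposure at 37 °C · Assay system – mammalian cells stably expressing self-ubiquitinating, self-degrading MDM2 E3–luciferase fusion · Amount – 2000 cells seeded into each well · Measure – % luminescence enhancement versus blank-corrected plate control mean · Measured by – SteadyLite luminescence, 15 min reagent step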
Runt-SMMHC FRET: inhibitors of human RUNX1 Runt domain binding to CBFb-SMMHC. Q01196+Q13951. Cerulean-Runt/Venus-CBFb-SMMHC FRET ratio 530/480, 1 h. inhibition, % at 20 µM. hit rate 0.74% among 220,000;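 active = mean inhibition across duplicate retests at 20 µM reaching about 50%, limit read from the data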;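 note: 0% = DMSO wells and 100% = wells with excess untagged CBFb-SMMHC; inhibitors lower the FRET ratio by blocking Runt binding to CBFb-SMMHC; some results filed as inactive read as strong as hits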
* hit, by the source's call; . = not tested or not shown.

Second line of a record – NPY2 pot ag, Runt-CBFb FRET, NPY-Y1 PAM-ag, Hck-Nef inh, NPY-Y1 antag, RBBP9 inhibitor, p97 inhibitor, MDM2 E3 inh, Runt-SMMHC FRET
> Oc1c(C=Nc2cccc3cccnc23)sc2ccccc12
→ 16, 35, 8, 1, 3, -2, 1, -54, 18
> CCCC(=O)C1=C(O)C(C(=O)OC)C(C)(C)CC1=N (centres undefined)
→ 12, 0, 29, 0, 2, -6, -4, -6, 2
> O=C(NC(=O)c1ccccc1N1CCCCC1)Nc1ccc(Br)cc1
→ -3, 3, 0, 16, ., 1, 6, 7, 3
> COc1cccc(C(=O)NNC(=S)NC2CCCCC2)c1
→ 6, 2, 0, 1, 4, -7, 0, -5, 3
> CCN(CC)CCCN1C(=O)C(O)=C(C(C)=O)C1c1cccc(OC)c1 (centres undefined)
→ -18, 1, -18, 1, -2, 0, 2, -15, 3
> COc1cc(-c2nnc3sc(Cc4ccccc4)nn23)cc(OC)c1OC
→ 6, 2, -10, 3, 1, -3, 2, -6, -9
> O=C(NCCCN1CCOCC1)c1ccc2c(c1)N(Cc1ccccc1)CCS2
→ -6, 1, 21, 8, ., -1, 7, -9, 0
> Cc1ccc2nc(SC(C)C(=O)N3CCOCC3)[nH]c2c1 (centres undefined)
→ 3, 0, 4, 0, 3, -6, 0, -11, -4
> O=C1N=C(N2CCc3ccccc3C2)S/C1=C\c1ccc(O)cc1
→ -10, -18, 10, 13, ., -17, 1, -10, -34
> CCn1c(COc2ccc(OC)cc2)nc2ccccc21
→ 2, ., 12, 2, 2, -3, 1, -8, -2
> O=C(Nc1ccccc1C(=O)OCn1nnc2ccccc2c1=O)c1ccco1
→ -2, 1, -42, -21, 8, -4, -1, -10, 1
> COc1ccccc1N1CCN(CC(=O)c2c[nH]c3ccccc23)CC1
→ -20, 1, -2, 14, ., 7, 9, -10, -4
> O=C(NCc1ccccc1Cl)c1cnn2cccnc12
→ -11, -3, 7, -3, 0, -2, 1, -3, -3
> CCn1ccnc1CN1CCCC(C(=O)c2ccc3cc(OC)ccc3c2)C1 (centres undefined)
→ -19, -4, -17, 3, 10, -11, -2, -10, 1
> O=Cc1cccn1-c1ncc(Br)cn1
→ -6, 0, 17, 29, -1, 2, 8, -5, 1
> COc1ccccc1NS(=O)(=O)c1cc(NC(C)=O)ccc1N1CCCCC1
→ -4, 9, -10, -2, 2, -3, -2, -1, 11
> CC(C)CN(C(=O)CN1CCN(c2ccc([N+](=O)[O-])cc2)CC1)c1c(N)n(CC(C)C)c(=O)[nH]c1=O
→ 4, 0, 5, 17, 0, -5, 0, -10, 1
> CC(=O)Nc1cccc(NC(=O)c2cc(-c3cccnc3)nc3ccc(Cl)cc23)c1
→ 4, -2, 9, 22, -1, -12, -4, -14, 1
> Cc1ccc2cc(C=C(C#N)C#N)c(N3CCCCC3)nc2c1
→ -12, 1, 6, -1, -14, -6, -5, -10, -2
> Cc1ccc2c(c1)c1nnc(SCC(=O)Nc3ccccc3C(F)(F)F)nc1n2CC(=O)O
→ -4, -1, 2, -32, 6, 2, -2, -2, 1
> COc1ccc(S(=O)(=O)N(C)CC(=O)NCCC2=CCCCC2)cc1OC
→ 2, 1, -24, 1, 0, 7, 0, -4, 1
> CCN(CC)C(=O)c1cc(Cl)ccc1NC(=O)c1ccco1
→ -6, 1, -9, 22, ., -8, -3, ., -2
> Cc1c(C(=O)N2CCC(Cc3ccccc3)CC2)cccc1[N+](=O)[O-]
→ 9, ., 20, 29, 0, 5, -3, -20, .
> CCCOc1ccc(-c2nnc(-c3ccncc3)o2)cc1
→ -4, -3, 5, 2, -4, -11, -3, -30, 0
> COc1cccc(/C(O)=C2/C(=O)C(=O)N(CCN(C)C)C2c2ccc(Br)cc2)c1 (centres undefined)
→ 3, -3, 16, 3, -7, -3, 4, 6, 4
> O=C(CCc1nc2ccccc2c(=O)[nH]1)OCC(=O)c1ccc(C2CCCCC2)cc1
→ 1, -3, 13, 3, -4, -2, -1, 1, 4
> CC(Oc1ccccc1)C(=O)Nc1cccc([N+](=O)[O-])c1 (centres undefined)
→ 4, -2, -3, 3, 1, -1, 2, -18, 0
> COc1ccc(O)c(-c2cc(-c3cccs3)[nH]n2)c1
→ 42*, -2, 58*, 4, -23, 6, 4, -2, -3
> Clc1ncccc1-c1nnn(-c2ccccc2)n1
→ -10, 0, -6, -21, 4, -5, 0, ., 2
> CC(Nc1c([N+](=O)[O-])c(=O)oc2ccccc12)C(Cl)c1ccccc1 (centres undefined)
→ -12, 0, 3, 1, 3, 5, 2, 0, 6

An excerpt from above in order of molar mass, lowest first.
Second line of a record – NPY2 pot ag, Runt-CBFb FRET, NPY-Y1 PAM-ag, Hck-Nef inh, NPY-Y1 antag, RBBP9 inhibitor, p97 inhibitor, MDM2 E3 inh, Runt-SMMHC FRET
> COc1ccc(S(=O)(=O)N(C)CC(=O)NCCC2=CCCCC2)cc1OC
→ 2, 1, -24, 1, 0, 7, 0, -4, 1
> CC(=O)Nc1cccc(NC(=O)c2cc(-c3cccnc3)nc3ccc(Cl)cc23)c1
→ 4, -2, 9, 22, -1, -12, -4, -14, 1
> Cc1ccc2c(c1)c1nnc(SCC(=O)Nc3ccccc3C(F)(F)F)nc1n2CC(=O)O
→ -4, -1, 2, -32, 6, 2, -2, -2, 1

Other structures follow:
Second line of a record – NPY2 pot ag, Runt-CBFb FRET, NPY-Y1 PAM-ag, Hck-Nef inh, NPY-Y1 antag, RBBP9 inhibitor, p97 inhibitor, MDM2 E3 inh, Runt-SMMHC FRET
> C=CCSc1nc2ccccc2c(=O)n1Cc1ccccc1
→ -14, -3, -18, 21, 16, 1, 1, -10, -5
> O=C(NCCCN1CCOCC1)c1ccccc1NS(=O)(=O)c1ccc(Br)cc1
→ 8, 0, 11, -7, 12, 0, 4, 15, 2
> COc1ccc(N=c2scc(-c3ccc(OC)cc3)n2CCO)cc1
→ 0, -2, 6, 2, -13, 4, -3, -3, 0
> COc1cc2c(cc1OC)C(c1cccs1)N(C(=O)c1cccc(S(=O)(=O)N(C)C)c1)CC2 (centres undefined)
→ -32, -1, 0, 16, ., -2, 4, -1, -1
> CC(C(=O)N1c2ccc(F)cc2CCC1C)N1C(=O)c2ccccc2C1=O (centres undefined)
→ 1, -1, 0, 1, 3, 3, 9, -13, -3
> CC12CCCc3c(O)cc(=O)n(c31)-c1ccccc12 (centres undefined)
→ 2, 0, 13, 2, 6, 3, 7, -1, 1
> COc1ccc(OC)c2c(N3CC(C)OC(C)C3)cc(C(F)(F)F)nc12 (centres undefined)
→ 9, ., 8, 8, -1, -8, 6, -10, .
> S=c1[nH]nc(-c2ccc3ccccc3n2)n1-c1ccc2c(c1)OCCO2
→ -47, 18, -8, -6, ., -9, 6, -5, 25
> O=C(CN1C(=O)c2ccccc2C1=O)Nc1ccccc1N1CCOCC1
→ 8, 0, 0, -6, ., -10, -11, -4, -2
> CCOC(=O)c1ccc(NC(=O)C2CCCN(S(=O)(=O)c3cnc[nH]3)C2)cc1 (centres undefined)
→ -22, 2, 2, 1, -1, -8, 0, -7, 0
> C=CCn1c(O)c(N=Nc2ccccc2C)c2ccccc21
→ 1, -2, 3, 1, 0, -6, 4, 2, -14
> CS(=O)(=O)N1CCC(C(=O)N2CCN(Cc3ccccc3)CC2)CC1
→ 9, 1, -5, -8, 1, -12, 0, -10, 3
> CCCc1cc(=O)[nH]c(SCC(N)=O)n1
→ 12, 0, -2, -1, 0, -8, -1, -22, 4
> O=C1c2ccccc2C(=O)N1CCC1=CCCCC1
→ 13, -1, -1, 0, 7, 3, -1, -7, -5
> Cc1ccsc1C1C=C(c2cccc(Br)c2)Nc2ncnn21 (centres undefined)
→ -14, -170, -18, -4, -1, -17, -6, -4, -6
> Cc1cc(NC(=O)CSc2nnnn2-c2ccccc2)no1
→ -9, 0, -17, 18, 8, -6, -1, -6, -3
> CCn1cc(C(=O)NNC(=O)c2ccc(Cl)cc2)c(=O)c2ccc(C)nc21
→ 0, 0, 16, 18, 2, -4, 5, 8, 0
> COc1ccc(/C=N/NC(=O)CSc2nnc(C)n2-c2ccccc2)c(OC)c1OC
→ -6, 0, -5, 3, -10, 0, 1, -20, 0
> Cc1cccc(N(CC(=O)NC2CCCCC2)C(=O)CCCC(=O)Nc2ccccn2)c1
→ 17, -7, 12, 15, 1, 2, -1, ., 4
> CCC(c1nc2ccccc2c(=O)n1CCN1CCOCC1)N1C(=O)c2ccccc2C1=O (centres undefined)
→ -20, 2, -8, 2, 2, -2, -2, -14, 0
> CCc1cccc(CC)c1NC(=O)C(NS(=O)(=O)c1cccs1)c1ccccc1 (centres undefined)
→ 7, 0, -41, 1, 23*, -7, 3, -17, -3
> COC(=O)c1sc2ncccc2c1OCc1c(Cl)cccc1Cl
→ -17, 0, -26, 55*, 4, -8, -1, -8, -1
> CCc1ccccc1OCCCCN1CCCC1
→ 0, 0, -25, 2, 7, 1, 4, -3, 7
> N#Cc1ccccc1Cn1c(-c2cscn2)nc2ccccc21
→ -13, 1, 7, 0, -4, -8, -4, 6, -3
> Cc1cc(Cl)c(S(=O)(=O)NC2CCCC2)cc1OCC(=O)NC1CCCCC1
→ -3, -2, -9, 1, -4, 3, -1, -3, 3
> COc1ccc(/C(C)=N\NC(=O)CSc2nnc(C)s2)cc1
→ 8, 0, -10, 3, -2, -6, 3, 9, 0
> Cc1cccc(N2CC(C(=O)Nc3ccc(S(=O)(=O)N4CCOCC4)cc3)CC2=O)c1 (centres undefined)
→ -3, 0, -12, 20, 8, -9, -1, -12, 1
> CCCn1c(SCC(N)=O)nnc1C(C)C
→ -9, -2, -7, 3, 1, -4, 1, -23, 3
